# Assay outcomes deposited in PubChem BioAssay by several laboratories.
# M. tuberculosis GlmU: inhibition of mycobacterial GlmU enzyme – biochemical, glucosamine-1-phosphate acetyltransferase (AID 1376). inhibition, %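 (tested at 30 µM in the primary screen)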, or IC50 in µM where a hit was titrated. Bifunctional protein GlmU (Mycobacterium tuberculosis (strain ATCC 25618 / H37Rv)). 220,000 tested, 0.25% active. M. tuberculosis GlmU acetyltransferase enzyme assay; higher % means a stronger effect; in the data active = inhibition above about 13%; inconclusive = no clear call, values can overlap the other calls;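 note: 0% = complete reaction with vehicle and 100% = reaction without substrate; strong numbers were not always called active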
# Mtb RmlCD inh: M. tuberculosis RmlC/RmlD coupled enzyme inhibitors, primary screen, biochemical, compound mixtures, 384-well, from 1536-well plates | dTDP-4-dehydrorhamnose reductase (Mycobacterium tuberculosis (strain ATCC 25618 / H37Rv)) … | RmlC+RmlD coupled enzyme assay, percent inhibition; primary screen in compound mixtures | inhibition, % at 3.6 µM | 160,000 tested, 0.03% active; in the data active = inhibition mostly above about 34%, no sharp cut-off; inconclusive = no clear call, values can overlap the other calls; inactive = mostly below about 22%; note: some results filed as inactive read as strong as hits
# Target sequence (P9WH09 whole entry, looked up): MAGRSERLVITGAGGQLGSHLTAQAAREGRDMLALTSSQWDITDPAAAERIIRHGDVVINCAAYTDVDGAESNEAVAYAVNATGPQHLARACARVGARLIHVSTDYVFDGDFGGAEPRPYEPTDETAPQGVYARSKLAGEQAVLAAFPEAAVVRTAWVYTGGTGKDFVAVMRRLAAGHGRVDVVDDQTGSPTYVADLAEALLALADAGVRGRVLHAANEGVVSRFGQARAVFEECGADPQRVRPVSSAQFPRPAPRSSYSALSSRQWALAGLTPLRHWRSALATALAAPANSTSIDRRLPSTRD
# Target sequence (P9WH11 whole entry, looked up): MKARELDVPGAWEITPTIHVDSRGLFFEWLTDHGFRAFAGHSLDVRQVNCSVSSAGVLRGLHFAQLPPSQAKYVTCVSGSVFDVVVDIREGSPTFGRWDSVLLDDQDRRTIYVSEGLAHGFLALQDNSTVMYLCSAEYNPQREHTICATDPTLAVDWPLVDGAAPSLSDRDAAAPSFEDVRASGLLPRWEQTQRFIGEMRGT
# Numbers without * were called inactive; ? = inconclusive; · = not tested or not shown; & = joins results of further samples.
# Order of values: Mtb RmlCD inh	M. tuberculosis GlmU
Cc1ccc(N=Cc2ccc(N(C)C)cc2)cc1C
  5	2.5%
CC1CCN(CCCNC(=O)c2cn(C)c3ccc(S(=O)(=O)N4CCCC4)cc3c2=O)CC1
  6	2.2%
C=CCNC(=O)c1cc2sccc2n1C
  5	1.8%
Clc1ccc(OCc2noc(-c3ccsc3)n2)c(Cl)c1
  ·	4.1%
Cc1ccc(S(=O)(=O)N2CCOCC2)cc1NC(=O)COc1ccc(-c2nnco2)cc1
  -7	-3.1%
O=C(NC1CC1)C1=C[C@H](c2ccccc2)C[C@H](OCc2ccc(CO)cc2)O1
  ·	1.5%
Cc1cccc(CC(C)NC(=O)CCc2nnc(CCCCc3ccccc3)o2)n1 (stereo not given)
  -11	8.2%
CCc1nn(-c2ccccc2)c(=S)c2ccccc12
  -6	-0.2%
CCOc1cccc(C(=O)Nc2ccc(N(CC)CC)cc2)c1
  -6	6.9%
COc1ccc(O)c(-c2cc(-c3cccc(Br)c3)n[nH]2)c1
  -12	2.4%
COc1ccc(-c2nnc(SC(C)C(=O)Nc3c(C)n(C)n(-c4ccccc4)c3=O)o2)cc1 (stereo not given)
  ·	-1.7%
CCOC(=O)/C(C#N)=N/Nc1ccc(S(=O)(=O)N2CCc3ccccc32)cc1
  -9	2.0%
CCC(=O)c1ccccc1OCCN1C(=O)NC(C)(C)C1=O
  29	-0.5%
CC(NC(=O)CC12CC3CC(CC(C3)C1)C2)C(=O)O (stereo not given)
  -8	-3.0%
CCOc1cccc(C(=O)Nc2ccccc2OC(F)F)c1
  -8	2.5%
Cc1ccc(-c2csc(-c3c[nH]c4ccccc34)n2)c(C)c1
  ·	-0.3%
O=C(NNC1=NC2(CCCC2)Cc2ccccc21)c1ccncc1
  3	-1.1%
Nc1ccccc1C(=O)NCc1ccc(F)cc1
  ·	-5.5%
CSc1nc2c(c(=O)n1C)SC(C)C2 (stereo not given)
  -10	0.3%
CC(C)(C)NC(=O)COc1ccc(CNn2nnnc2N)cc1
  1	-3.7%
C=CCN(CC(O)c1cccc([N+](=O)[O-])c1)C(C)CCc1ccccc1 (stereo not given)
  -6	-0.6%
NNC(=O)c1csc(-c2cccc(C(F)(F)F)c2)n1
  5	-4.7%
CCCCn1c(=O)c2c(c3ccccc31)OCC(=O)N2
  ·	0.8%
O=C(NCc1ccc(F)cc1)c1ccc(N2CCc3ccccc32)c([N+](=O)[O-])c1
  -15	0.3%
CCN(CC)S(=O)(=O)c1ccc(N2CCOCC2)c(NC(=O)CNCCc2ccccc2)c1
  9	-3.0%
CCOC(=O)N1CCN(CC(=O)Nc2ccc(C)cc2)CC1
  -6	1.4%
CC(C)CC(=O)NS(=O)(=O)c1ccc(NS(C)(=O)=O)cc1
  8	1.0%
CC(=O)c1ccc(N2CCN(C(=S)Nc3ccc(Cl)c(Cl)c3)CC2)cc1
  6	-3.9%
Cc1ccc(-c2nc3sc(C#N)c(N)n3c(=O)c2C#N)cc1
  -9	2.1%
COc1ccc(NC(=S)NC2CC3CCC(C2)N3Cc2ccco2)cc1 (stereo not given)
  1	0.9%

# Of the compounds above, two have a thiophene ring, fused or not:
# Order of values: Mtb RmlCD inh	M. tuberculosis GlmU
C=CCNC(=O)c1cc2sccc2n1C
  5	1.8%
Clc1ccc(OCc2noc(-c3ccsc3)n2)c(Cl)c1
  ·	4.1%

# (cont.)
# Order of values: Mtb RmlCD inh	M. tuberculosis GlmU
O=C(COC(=O)C1=COCCO1)NC1CCCCCCC1
  -1	-2.6%
CCN(C(=O)[C@@H]1CCCN1C(=O)c1cccs1)c1nc2cc(Cl)ccc2s1
  -6	-3.1%
Cc1ccccc1CS(=O)(=O)c1nnc([C@H](CC(C)C)NC(=O)OC(C)(C)C)o1
  8	3.3%
O=C(c1cccc(C(=O)N2CCN(c3ccccc3F)CC2)n1)N1CCN(c2ccccc2F)CC1
  ·	4.9%
S=C(NC1CCCC1)N1CCN(c2ncccn2)CC1
  -12	1.3%
CCOc1ccc2nc(SCC(=O)N3CCN(C(=O)c4ccco4)CC3)sc2c1
  ·	-2.4%
O=C1CCC(C(=O)Nc2ccccc2)N1 (stereo not given)
  ·	1.6%
O=C(NC1CC1)C1CCN(C2CCN(C(=O)c3ccc4cccc(F)c4n3)CC2)CC1
  ·	4.1%
Clc1ccc(C2[C@H]3CN(Cc4ccc(-c5ccccc5)cc4)[C@H](c4ccccc4)C34CC2(c2cccnc2)C4)cn1 (stereo not given in full)
  ·	-6.7%
C=CCN(CC(=O)NC1CCS(=O)(=O)C1)S(=O)(=O)c1ccccc1C(F)(F)F (stereo not given)
  27	-2.3%
Cc1nnc(C)n1/N=C/c1cccc([N+](=O)[O-])c1
  27	2.7%
CC(C)Oc1ccccc1C1CC(=O)Nc2c1c(=O)n(C)c(=O)n2C (stereo not given)
  -10	·
Cc1ccsc1/C=C/c1ccc2ccccc2n1
  0	·
O=C(Nc1ccc2c(c1)CCC2)c1ccccc1
  -4	2.0%
CCOc1ccccc1-c1nc(-c2cccc(Br)c2)no1
  ·	2.0%
Clc1ccc(-c2c[n+]3c(n2-c2ccccc2)SCC3)cc1
  13	-5.5%
Cc1cc(C)cc(N(CC(=O)NCCSCc2ccco2)S(C)(=O)=O)c1
  9	1.9%
Cc1nc2cc(-c3ccc(Cl)cc3)nn2c(NCCN(C)C)c1C
  5	-4.4%
O=C(NCc1ccc(F)cc1Cl)C1CCN(S(=O)(=O)N2CCC3(CC2)OCCO3)CC1
  8	-3.6%
COc1ccc(C(=O)COC(=O)CCc2nc3ccccc3[nH]c2=O)cc1Br
  -12	1.8%
CCCN1C(=O)CSC1=Nc1ccccc1
  4	3.1%
CC(=O)N1CCN(c2ccccc2NC(=O)COc2ccccc2C)CC1
  0	-2.7%
O=C(CSc1nc2ccccc2o1)N1CCN(C(=O)c2ccco2)CC1
  1	-2.1%
Cn1c(C(=O)NCC2CCCO2)cc2oc3ccccc3c21 (stereo not given)
  23	0.1%
CC(C)OC(=O)NCCOC(=O)Nc1ccccc1Cl
  4	-4.0%
Cc1ccc(C)c(NC(=O)CN(C)C(=O)Cc2ccccc2)c1
  31	0.8%
CCOc1ccc(NC(=O)c2sc(NC(C)=O)c(C(=O)OC)c2C)cc1
  7	2.9%
CCCc1ccc(-c2ccc(C(=O)O)cc2)nc1
  19	-4.3%
CC(C)OC(=O)CSc1nnc2c3ccccc3n(C)c2n1
  8	1.7%
Cn1cc(Br)c(C(=O)NNC(=O)c2ccc(Cl)cc2)n1
  8	1.0%

# Ordered by length of the SMILES (falling): some entries from above
# Order of values: Mtb RmlCD inh	M. tuberculosis GlmU
O=C(NC1CC1)C1CCN(C2CCN(C(=O)c3ccc4cccc(F)c4n3)CC2)CC1
  ·	4.1%
Cc1cc(C)cc(N(CC(=O)NCCSCc2ccco2)S(C)(=O)=O)c1
  9	1.9%
CC(C)Oc1ccccc1C1CC(=O)Nc2c1c(=O)n(C)c(=O)n2C (stereo not given)
  -10	·
O=C(CSc1nc2ccccc2o1)N1CCN(C(=O)c2ccco2)CC1
  1	-2.1%
CC(C)OC(=O)CSc1nnc2c3ccccc3n(C)c2n1
  8	1.7%
O=C(Nc1ccc2c(c1)CCC2)c1ccccc1
  -4	2.0%
O=C1CCC(C(=O)Nc2ccccc2)N1 (stereo not given)
  ·	1.6%

# Remaining list, next part
# Order of values: Mtb RmlCD inh	M. tuberculosis GlmU
O=C(OCCN=C1NS(=O)(=O)c2ccccc21)C1CC(=O)N(c2ccc3ccccc3c2)C1 (stereo not given)
  -6	·
CN1C(=O)NC(c2ccc(O)cc2)C2=C1CN(c1ccc(O)cc1)C2=O (stereo not given)
  -6	3.3%
Cc1onc(-c2ccccc2)c1C(=O)Nc1nc2c(s1)CCCC2
  11	-1.4%
C(=N\Nc1nc(N2CCOCC2)nc(N2CCOCC2)n1)/c1ccco1
  10	6.7%
Cc1csc(NC(=O)CSc2nnc3ncccn23)n1
  ·	0.2%
Cc1cc(C)c(C#N)c(SCC(=O)c2cc(C)n(CCc3ccccc3)c2C)n1
  ·	2.2%
O=C(NCc1ccco1)C1CCN(C(=O)c2cc3sccc3n2Cc2ccc(Cl)cc2)CC1
  ·	-4.7%
CCOC(=O)Cc1nnc(NC(=O)c2cccc(OCC)c2)s1
  3	-3.1%
O=C(NCC1CCCO1)C1CCCN(Cc2cnn(-c3ccccc3)c2-n2cccc2)C1 (stereo not given)
  -2	0.9%
COc1cc([N+](=O)[O-])cc2cc(C(=O)NC(C)(C)C)c(=O)oc12
  -13	-0.8%
CNC(=O)CSc1nc2c(c(=O)n(C)c(=O)n2C)n1Cc1ccc(C)cc1
  7	3.9%
Cc1cccc(C)c1-n1c(SCC(=O)Nc2ccc(C(=O)O)cc2)nnc1-c1cccc(S(=O)(=O)N(C)C)c1
  -7	6.1%
CC(NC(=O)Cn1c(NCCO)nc2ccccc21)c1ccccc1 (stereo not given)
  ·	-0.6%
CN(C)c1cc[n+](CC(=O)c2ccc(OC(F)F)cc2)cc1
  ·	-0.5%
COc1ccc(N(CC(=O)N2CCC(C)CC2)S(=O)(=O)c2c(C)nn(C)c2C)cc1
  -8	1.0%
O=C(Nc1ccc(S(=O)(=O)N2CCCC2)cc1Cl)C1=COCCO1
  -9	7.1%
Cc1ccc(SCCC(=O)Nc2ccc(Br)c(C)c2)cc1
  8	-3.4%
CCOC(=O)N/N=C(C)/C=C/c1ccccc1
  1	0.3%
O=C(NC1(C(F)(F)F)NC(=O)N(Cc2cccnc2)C1=O)c1ccc(F)cc1 (stereo not given)
  12	-1.9%
Cc1ccc2c(C)cc(=S)[nH]c2c1
  -10	-7.0%
CCCCNc1nc(C)c(C(C)=O)cc1C#N
  -6	-3.0%
CCCC(=O)NCCc1cc(OC)c(OC)cc1Br
  -14	0.9%
C=CCOc1c(Br)cc(CNn2cn[nH]c2=S)cc1OC
  -7	1.1%
C=CCC1NCCc2c(Br)cccc21 (stereo not given)
  4	0.5%
COc1ccc(NC(=O)CSc2nnc(-c3ccccc3)n2Cc2ccco2)c(OC)c1
  45	0.6%
COc1ccc(NC(=O)CN2C(=O)C(C)Oc3ccccc32)cc1 (stereo not given)
  ·	3.2%
Cc1ccc(S(=O)(=O)n2cnc3cc([N+](=O)[O-])ccc32)cc1C
  3	-0.7%
Cc1ccc(S(=O)(=O)/N=S(\C)C(C)C)cc1 (stereo not given)
  ·	0.2%
CCCCN1CCc2c1nc1ccc(Br)cc1c2N
  -6	-0.6%
N#CCCN(CCC#N)c1nncs1
  -8	0.2%
Cc1ccc(-c2csc3nc4cc(C(=O)NC5CCC(O)CC5)ccc4c(=O)n23)cc1 (stereo not given)
  -9	9.0%
O=S(=O)(NC1=NCCCCC1)c1ccccc1Cl
  ?	6.8%
Cc1ccc(N=C2NC(=O)/C(=C/c3cccn3C)S2)c(C)c1
  -15	4.4%
O=C(O)c1ccc2c(c1)C(=O)N(C(Cc1ccccc1)C(=O)O)C2=O (stereo not given)
  4	4.2%
Cc1cc(NC(=O)c2ccccc2F)nc2c1c(=O)oc1ccccc12
  9	-2.4%
CCCCCCn1c(=O)[nH]c2nc3cc(N)c(C)cc3nc2c1=O
  ·	-4.9%
S=c1[nH]nc(CN2CCCCC2)n1-c1ccc(Cl)cc1
  3	-0.2%
O=C(Nc1ccc(F)cc1)N(Cc1ccco1)Cc1cc2cc3c(cc2[nH]c1=O)OCO3
  -1	-1.5%
CCOC(=O)NC(=O)COC(=O)c1ccc(O)cc1
  4	-3.8%
Cc1ccc(S(=O)(=O)/N=C(\N)Nc2nc(C)c3ccc(C)cc3n2)cc1
  -15	0.5%
CN(c1ccc(C(=O)O)cc1)S(=O)(=O)c1ccccc1
  -6	1.9%
CCn1nc(C)c(Br)c1Nc1ccc(Br)cc1
  3	-0.6%
COC(=O)c1cnc(N2CCCN(S(=O)(=O)c3ccccc3)CC2)nc1C(F)(F)F
  10	0.4%
CC(=O)Oc1ccc2c(C)c(CC(C)O)c(=O)oc2c1 (stereo not given)
  15	7.1%
O=C(CN1C(=O)C2CC=CCC2C1=O)Nc1ccc(S(=O)(=O)NC2=NCCCCC2)cc1 (stereo not given)
  ·	4.5%&-2.0%
CCOc1ccc(N(CC(=O)NC2CCCCCC2)S(=O)(=O)c2c(C)[nH]c(=O)[nH]c2=O)cc1
  9	0.9%
COC(=O)c1cc(NC(=O)c2ccco2)ccc1N1CCOCC1
  -5	3.2%
CCCCN1Cc2cc(C(=O)c3cc(OC)ccc3O)cnc2NC1=O
  13	-2.2%
COc1ccc(C2C(C(=O)Nc3ccccc3OC)=C(C)Nc3ncnn32)cc1 (stereo not given)
  ·	1.4%
COc1ccc(CCC(=O)OCC(=O)c2ccc(C)cc2)cc1
  2	-9.0%
Cc1nc(C)c(C(=O)C2=C(O)C(=O)N(CCN(C)C)C2c2ccco2)s1 (stereo not given)
  -2	-0.8%
C=CCn1c(Cc2c(C)[nH]c3ccccc23)nnc1SCC(=O)NCc1ccc(F)cc1
  ·	5.1%
CCOc1cc(CNCCc2ccc(S(N)(=O)=O)cc2)cc(Cl)c1OCc1ccccc1
  -10	-13%
COc1ccc(OC)c(CN2CCN(c3ccccc3OC)CC2)c1
  5	·
CCOC(=O)c1cc2occc2n1CC(=O)NCCOC
  ·	-2.7%

# Some of the compounds tested; rates above refer to the full screens.
